# hcGAS lum: human cGAS inhibition; inhibition, % at 12.5 µM; recombinant h-cGAS, ATP depletion, Kinase-Glo luminescence; Q8N884; actives 0.081% (n = 290,000);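 note: 0% = vehicle reaction and 100% = reaction without DNA for no activity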
# Target sequence (Q8N884 whole entry, looked up): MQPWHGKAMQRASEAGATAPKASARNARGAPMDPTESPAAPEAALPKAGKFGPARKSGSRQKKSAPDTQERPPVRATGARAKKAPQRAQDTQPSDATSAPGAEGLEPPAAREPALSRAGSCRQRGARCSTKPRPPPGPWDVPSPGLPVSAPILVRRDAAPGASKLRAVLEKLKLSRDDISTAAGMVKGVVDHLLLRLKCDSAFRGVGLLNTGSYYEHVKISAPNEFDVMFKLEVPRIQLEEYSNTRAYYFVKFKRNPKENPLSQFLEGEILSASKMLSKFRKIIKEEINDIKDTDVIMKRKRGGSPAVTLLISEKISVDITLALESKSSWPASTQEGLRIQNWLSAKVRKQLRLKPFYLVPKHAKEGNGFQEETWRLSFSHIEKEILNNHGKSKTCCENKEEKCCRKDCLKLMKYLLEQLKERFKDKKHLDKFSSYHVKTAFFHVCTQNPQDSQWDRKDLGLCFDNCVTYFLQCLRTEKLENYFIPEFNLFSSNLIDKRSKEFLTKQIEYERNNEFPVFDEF
# NPYLR7 agonist: mosquito NPYLR7 agonism; HEK293T NPYLR7/Galpha15, GCaMP6s calcium fluorescence; activation, % at 10 µM; actives 0.15% (n = 270,000); in the data active = activation above about 40%;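 note: 0% = vehicle and 100% = reference agonist at the receptor; some compounds past the cut are filed as inactive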
# mcGAS inh: inhibitors of mouse cGAS; Q8C6L5; recombinant cGAS, Kinase-Glo ATP depletion luminescence; inhibition, % at 12.5 µM; actives 0.15% (n = 160,000); AID 1259399;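 note: 0% = negative control wells and 100% = reference inhibitor with no enzyme activity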
# * = called active by the depositor; x = no result given; & = joins results of further samples. Cut-off read from the data, not from the text of the source, unless noted: active = inhibition above about 40%; inactive = the rest.
compound	hcGAS lum	NPYLR7 agonist	mcGAS inh
COC(=O)CC(=O)N1Cc2c(-c3cccc(C)c3)nc(N)nc2C1C (centres undefined)	-4	18	-8
CN(C)c1ncnc2c1CCN(C(=O)C1(c3ccccc3)CC1)C2	-2	4	-7
CCOC(CCl)S(=NS(=O)(=O)c1ccc(C)cc1)c1ccccc1[N+](=O)[O-] (centres undefined)	-6	-2	-6
CSc1cccc(NC(=O)c2cc(=O)c(OCc3ccc(F)cc3)c[nH]2)c1	-11	-3	x
O=C(NCc1ccccc1Cl)c1ccc(-c2ccc(F)cc2)s1	-6	6	-8
Cn1c(=O)c2c(-c3ccc(F)cc3)c(NCCc3ccccc3)oc2n(C)c1=O	6	-2	-1
CCc1ccc(NC(=O)c2cccn(OCc3cccc(Cl)c3)c2=O)cc1	-6	19	-7
CN(C)CCCN1c2ccccc2Sc2ccc(Cl)cc21	-10&-5&-5&-1&-4	2&-7&13&0&0	-4&-3
Cc1nn(C)c(Cl)c1COC(=O)c1ccc(S(C)(=O)=O)cc1	-9	-4	x
CC(Sc1nncs1)C(=O)N(C)C1CCC(c2ccccc2)CC1 (centres undefined)	-4	4	x
COc1ccccc1Oc1cc(C)nc(SCc2cccc([N+](=O)[O-])c2)n1	-5	-11	-6
O=C(NC(c1ccccc1)C1CC1)N1CCN(S(=O)(=O)c2cccc(C(F)(F)F)c2)CC1 (centres undefined)	2	2	-14
C=CCN(CC=C)C(=O)c1cc(-c2cccs2)nc2cc(C)c(C)cc12	1	5	-5
COc1ccc(C2CC(c3ccc(OC)cc3OC)=NN2C(=O)CN2CCc3ccccc3C2)cc1 (centres undefined)	0	-5	-3
CCCOc1ccccc1C1NC(=O)NC(C)=C1C(=O)OCCc1ccccc1 (centres undefined)	0	5	x
Cc1ncc([N+](=O)[O-])n1CCN1C(=O)c2c(C(C)C)nc3ccc(F)cc3c2C1=O	-5	1	-6
COc1ccc(OC)c(NC(=O)C2(C)CCN2C(=O)C(C)(C)c2ccccc2)c1 (centres undefined)	-10	8	-5
COc1ccc2nc3n[nH]c(N)c3cc2c1	-11	11	x
CCOC(=O)Cc1cc(=O)n2[nH]c(COC)c(-c3ccc(Cl)cc3)c2n1	5	-17	x
CCC(CC)Nc1nc2cc(C)nn2c2ccccc12	0&-6	2&0	x
CC(C)CC(CNc1ccc(S(=O)(=O)N2CCCCC2)cc1[N+](=O)[O-])N1CCOCC1 (centres undefined)	-5	1	-8
CC(=O)c1ccc(OCC(=O)NC(c2ccccc2F)c2nccn2C)cc1 (centres undefined)	-5	-6	x
COC(=O)CN(Cc1ccccc1C)C(=O)C(C)N1CCOCC1 (centres undefined)	-6	2	x
Cc1ccc2[nH]c(C(=O)N(C)Cc3ccc(Br)o3)cc2c1	-5	3	x

# No new results follow: an excerpt of the list.
compound	hcGAS lum	NPYLR7 agonist	mcGAS inh
COc1ccc2nc3n[nH]c(N)c3cc2c1	-11	11	x
CCOC(=O)Cc1cc(=O)n2[nH]c(COC)c(-c3ccc(Cl)cc3)c2n1	5	-17	x
CCC(CC)Nc1nc2cc(C)nn2c2ccccc12	0&-6	2&0	x
CC(C)CC(CNc1ccc(S(=O)(=O)N2CCCCC2)cc1[N+](=O)[O-])N1CCOCC1 (centres undefined)	-5	1	-8
CC(=O)c1ccc(OCC(=O)NC(c2ccccc2F)c2nccn2C)cc1 (centres undefined)	-5	-6	x
COC(=O)CN(Cc1ccccc1C)C(=O)C(C)N1CCOCC1 (centres undefined)	-6	2	x
Cc1ccc2[nH]c(C(=O)N(C)Cc3ccc(Br)o3)cc2c1	-5	3	x

# The list goes on:
compound	hcGAS lum	NPYLR7 agonist	mcGAS inh
COC(=O)C(c1cc(F)ccc1F)N(C)C(=O)c1csnn1 (centres undefined)	4	3	x
COc1ccccc1Oc1ncccc1CNC(=O)c1ccc2ncccc2c1	-5	0	-15
CN(Cc1ccccc1)C(=O)c1ccc(N2CCCC2c2ccccn2)nc1 (centres undefined)	-1	3	-2
Fc1cccc(Cl)c1Cc1nc(-c2cccc(C(F)(F)F)c2)no1	-1	0	0
COc1cccc(CNC(=O)C2CCN(C(=O)[C@@H]3CCCN3C(=O)Nc3ccc4c(c3)CCC4)CC2)c1	-5	11	-5
COc1ccc2c(=O)c3c(oc2c1)C(=O)N(c1nccs1)C3c1cccnc1 (centres undefined)	-4	5	x
Cc1cc(O)ccc1Nc1cc(-c2ccccc2N(C)C)ncn1	-3	0	x
Cc1cc(-n2cccn2)ccc1C1CC(=O)Nc2n[nH]c(C3CCC3)c21 (centres undefined)	-8	18	-10
COc1ccc(-c2nc(CC(N)=O)sc2C)cc1	-2	2	-7
FC(F)(F)Cn1c(N2CCOCC2)n[nH]c1=S	-9	-3	x
Cc1ccc(Nc2n[nH]nc2C(=O)NCc2ccc(F)cc2)cc1	1	x	-2
Cc1cc(Nc2ccccc2)nc(-n2cc([N+](=O)[O-])cn2)n1	-9	9	-10
CC1C(=O)N2CCCc3cc(S(=O)(=O)Nc4ccc(F)c(C(F)(F)F)c4)cc1c32 (centres undefined)	-5	5	x
COc1cc(NC(=O)Cn2nc([N+](=O)[O-])c(Cl)c2C)cc([N+](=O)[O-])c1	-4	-3	-9
CC(C)C(OC(=O)C1CCC(=O)NC1)C(=O)Nc1cccc2ncccc12 (centres undefined)	-9	0	x
CC1CCNc2cc(C(F)(F)F)ccc2S1 (centres undefined)	-15	-4	x
Cc1cc(C)c(CNC(=O)C=Cc2cccs2)c(=O)[nH]1	-7	-6	x
N=C1/C(=C\c2ccc([N+](=O)[O-])cc2)C(=O)N=C2SC=NN12	-3	1	x
CCN(c1ccc(OC)cc1)c1ncnc2nc[nH]c12	6	-1	3
O=C(O)CSc1nnc(-c2cn[nH]c2)n1-c1ccccc1C(F)(F)F	-1	28	-8
CCc1cc(C(=O)N2CCOC(c3ccc(Cl)c(Cl)c3)C2)on1 (centres undefined)	-5	0	x
N#Cc1cnn(-c2nc3ccccc3[nH]2)c1N	-7	-8	x
Cc1cc(C(=O)N2CCN(c3ncccc3C(=O)NCC3CCCO3)CC2)c(C)o1 (centres undefined)	-3	-23	0
Cc1nc(Nc2ccc(NC(=O)Nc3ccccc3)cc2)cc(OC(C)C)n1	-5	19	-6
COCCCNC(=O)c1cc(NC(=O)c2c(OC)cccc2OC)ccc1N1CCc2ccccc2C1	-4	-5	-4
CCOCCn1cnc(-c2ccccc2)c1-c1ccc(-c2cncnc2)cc1	-3	6	x
CC(C)OCC1Cn2c(nc3c2c(=O)n(C)c(=O)n3C)O1 (centres undefined)	3	17	0
O=C(NCc1ccc2c(c1)OCO2)N1CCN(c2ccccc2F)CC1	-7	-1	-10
CC(=O)Oc1ccc(Cn2c(C)c(C(=O)NCc3ccc(C#N)cc3)sc2=O)cc1	-5	53*	x
CCc1ccccc1NC(=O)N1CCC(CCC(=O)Nc2ccccc2)CC1	-1	-10	-3
CCOC(=O)c1c(NC(=O)c2ccc(C)c([N+](=O)[O-])c2)sc(C(=O)Nc2ccc(OC)cc2)c1C	-5	8	-4
Cn1c(=O)[nH]c(=O)c2c1nc(Br)n2CC(=O)c1cccc([N+](=O)[O-])c1	-2	8	-5
COCCN(Cc1cccn1Cc1cccc(F)c1)CC(C)O (centres undefined)	4	0	0
NC(=O)CN1CCCC(N2CCN(c3cccc(C(F)(F)F)c3)CC2)C1 (centres undefined)	-4	9	x
COC(=O)C(c1cccc(C)c1)n1ccnc1-c1ccc(C)o1 (centres undefined)	4	2	x
O=C(O)CNC1CCS(=O)(=O)C1 (centres undefined)	-6	0	x
Cc1cccc(-c2noc(Cn3ccn4nc(-c5ccccc5)cc4c3=O)n2)c1	-4	-3	-9
O=C(NCCc1ccccc1Cl)c1sc2cc(F)ccc2c1Cl	-1	2	-4
CSc1ccc(CN2CCC2(C)C(=O)Nc2cnc3ccccc3c2)cc1 (centres undefined)	-8	0	x
COc1cccc(-n2nnc3c(N4CCN(C(=O)C56CC7CC(CC(C7)C5)C6)CC4)ncnc32)c1	-6	-9	-5
COCC1(C(=O)N(C)C(C)c2ccon2)CCC1 (centres undefined)	-7	6	-14
Cc1cc(C)n(-c2ccc(C(=O)NN(C)c3ccccc3)cc2)n1	-5	-1	-3
CN(C)C(CN)c1cnn(C)c1 (centres undefined)	-5	-2	x
COc1ncnc2ccc(-c3ccccc3CN3CCOCC3)cc12	1	2	-13
Clc1ccc(-c2noc(CN3CCCN(c4ncccn4)CC3)n2)cc1	3	-4	1
COCCn1c(O)c(C=NCCCC(=O)OC)c(=O)[nH]c1=S	-5	-2	-7
Cc1coc(-c2cccc(NC(=O)Cc3csc(C)n3)c2)n1	4	-6	4
Cc1cc(C)n(Cc2ccc(C(=O)N(C)Cc3snnc3C)cc2)n1	-7	22	-17
CCCCn1c(SCc2cc(F)cc3cccnc23)n[nH]c1=O	-7	8	-12
CCc1ccc(-c2ccc(SCC(=O)NC3CCCC3)nn2)cc1	-1	10	-6
CC(C)CN1C(=O)N(Cc2ccccc2)C2(CCN(CCc3ccccc3)CC2)C1=O	-10	19	-7
COc1ccc(-c2cc(C(=O)N3CCN(c4cccc(Cl)c4)CC3)n(-c3ccc(C)cc3C)n2)c(OC)c1	-11	-2	-3
CCC(=O)Nc1nnc(CC(=O)N/N=C\c2ccc(O)cc2)s1	-4	1	-3
CONC(=O)c1cc2ccc(OC(F)(F)F)cc2[nH]1	-1	0	x
Cc1cc(C)n(CCP(=O)(c2ccccc2)c2ccccc2)n1	-5	6	x
C=CCn1c(SCc2nc3cc(Cl)ccc3c(=O)[nH]2)nc2cc(Cl)ccc2c1=O	-7	-2	-7
CC(C)(C)NC(=O)CSc1nc2ccccc2c(=O)n1Nc1ccccc1	-6	4	-11
O=C(Nc1nc(CC(=O)N2CCc3ccccc32)cs1)c1ccc(=O)[nH]c1	-1	1	-6
CC(C1OC(C)(C)C(O)C1O)[C@@H]1CC[C@]2(C)C3=CCC4C(C)(C)C(=O)CC[C@]4(C)C3CC[C@@]12C (some centres undefined)	2	x	-2
CCCCC(=O)N(C)c1c(CC)nc2c(OCC=C(C)C)cccn12	-4	0	-4

# (continued)
compound	hcGAS lum	NPYLR7 agonist	mcGAS inh
Cc1ccc2c(c1)Nc1nc3nonc3nc1N2	-4	0	-2
C/C(C(=O)N1CCOCC1)=C(/C)c1nc2ccc(Cl)cc2[nH]1	-5	7	x
COC[C@@]12CN(C(C)=O)C[C@@H]1C(C)(C)COc1ccc(OC)cc12	-3	4	-8
Cc1nc(CC(=O)NCc2ccccc2-n2ccnc2C)c(C)s1	1	2	x
CC(C)c1ccc(/C=N\N=C(/c2ccccc2)C23CN4CN(CN(C4)C2)C3)cc1	2	-1	-1
COCCN(Cc1ccc(F)cc1Cl)C(=O)c1cnc(C)cn1	-8	5	x
O=C(CC(c1ccccc1)c1ccccc1F)N1CCN(c2ccncc2)CC1 (centres undefined)	-6	12	x
Cc1ccc(CN(C)C(=O)CC2C(=O)NCCN2C2Cc3ccccc3C2)o1 (centres undefined)	-6	x	-9
COc1ccc(C(=O)N2CCC(C(NC(=O)c3ccc(C)cc3)C(=O)NCc3ccco3)CC2)cc1 (centres undefined)	-4	-3	-4
COc1ccc(Cl)cc1NC(=O)c1cc(=O)c(OCc2ccc(F)cc2)c[nH]1	-12	1	x
O=C(c1cc(-c2ccccc2F)nn1-c1cccc(Cl)c1)N1CCN(Cc2ccccc2)CC1	-8	-2	-4
CCCc1c(C(=O)N2CCN(c3nc4cc(Cl)c(Cl)cc4nc3C(=O)OCC)CC2)cnn1-c1ccccc1	4	x	2
O=c1nc(N(c2ccccc2)c2ccccc2)[nH]c(=O)[nH]1	2	2	3
O=C(Cn1cnc2c(cnn2C2CCS(=O)(=O)C2)c1=O)N1CCc2ccccc21 (centres undefined)	-10	9	x
Cc1nn2c(NCCCN(C)C)c3c(nc2c1-c1ccccc1)CCCC3	-10	5	-7
COc1cc(CCNC(=O)CCc2ccccn2)ccc1C	-8	4	x
CC1C2=C(CC(C)(C)CC2=O)N=C(SCC(=O)c2ccc(Cl)cc2)C1C#N (centres undefined)	0	4	-9
Cc1cc(C(=O)OCC(=O)N2CCCC2c2ccc(C(C)(C)C)cc2)n[nH]1 (centres undefined)	-7	12	x
O=C1NCC(=O)N2CCN(C(=O)CN3CCC(c4ccccc4)CC3)CC12 (centres undefined)	-8	x	-10
COc1ccc(C(=O)N2C[C@@H](O)[C@H](NCc3ncccc3C)C2)cc1	-8	1	x
CCC1CN(C(=O)c2cc(C(C)C)on2)CCC(=O)N1Cc1ccccc1 (centres undefined)	-3	62*	x
Cn1c(C2CCCN(S(C)(=O)=O)C2)nn(CC(=O)c2ccccc2)c1=O (centres undefined)	3	-7	-5
Cc1nn(-c2c(Cl)cc(Cl)cc2Cl)c(C)c1C(=O)NCCC(=O)OC(C)(C)C	-6	9	x
Cc1cc(C)nc(N2C(=O)c3c(Cl)c(Cl)c(Cl)c(Cl)c3C2=O)n1	-1	-5	-3
Cc1nc(C)c(NC(=O)OC(C)(C)C)s1	-10	-1	-18
O=c1cc(O)c2sc3nc(C4CC4)cc(C(F)(F)F)c3c2[nH]1	9	4	x
